hIAP act = human IAP activators, primary screen, biochemical, luminescence, uHTS. purified human IAP, CDP-Star luminescence, 30 min; hits give high values; 1 = vehicle-only enzyme, 0 = enzyme-free background. activation factor at 10 µM. actives 0.16% (n = 330,000). AID 2524, 2010;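 active = activation factor of the enzyme at least 2-fold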; note: the source names both 10 and 20 µM as test concentration; values of inactives mirror those of a sister screen read the other way
mIAP block = inhibitors of mouse IAP, primary screen, biochemical, luminescence, uHTS. inhibition, % at 10 µM. actives 0.2% (n = 330,000). purified mouse IAP, CDP-Star luminescence, 30 min. AID 2806, 2010;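 active = inhibition of at least 40% at 10 µM in the primary screen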;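 note: plate controls were DMSO with enzyme for no effect and no enzyme wells for full effect; values of inactives mirror those of a sister screen read the other way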
MPTP inh = mitochondrial permeability transition pore inhibitors, primary screen, biochemical, isolated mouse mitochondria, absorbance | Ca2+ swelling absorbance, 30 min | inhibition, % at 10 µM | actives 1.4% (n = 360,000) | AID 602449, 2012;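 active = inhibition of 50% or more, scaled per plate between neutral and stimulator controls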;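 note: 0% = DMSO wells given calcium and 100% = 1 mM EGTA wells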
beta cell repl = inducers of MIN6 beta-cell proliferation, primary screen, ATP luminescence, uHTS | actives 0.29% (n = 330,000) | proliferation, % at 10 µM | MIN6 cells proliferation, ATPlite luminescence, 48 h; cells starved in 0.2% serum; 100% = growth in 10% serum | AID 2380, 2010;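 active = compounds whose signal lies at least 3.5 SD above the mean of all wells on their plate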;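 note: 0% = DMSO-treated cells in low-serum medium and 100% = 10% serum control; some compounds called inactive have numbers as strong as hits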
A3G deaminase = APOBEC3G DNA deaminase inhibitors, primary screen, biochemical, fluorescence, single-stranded DNA substrate, uHTS; inhibition, % at 20 µM; DNA dC->dU-editing enzyme APOBEC-3G (Homo sapiens), Q9HC16; recombinant A3G, ssDNA deamination FAM/TAMRA fluorescence; actives 0.28% (n = 330,000);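 active = inhibition of at least 40% at 20 µM, with no more than 30% in the related APOBEC3A deaminase screen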;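 note: plate controls were DMSO wells with A3G for no effect and wells lacking A3G enzyme for full effect; some compounds called inactive have numbers as strong as hits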
Target sequence (Q9HC16 whole entry, looked up): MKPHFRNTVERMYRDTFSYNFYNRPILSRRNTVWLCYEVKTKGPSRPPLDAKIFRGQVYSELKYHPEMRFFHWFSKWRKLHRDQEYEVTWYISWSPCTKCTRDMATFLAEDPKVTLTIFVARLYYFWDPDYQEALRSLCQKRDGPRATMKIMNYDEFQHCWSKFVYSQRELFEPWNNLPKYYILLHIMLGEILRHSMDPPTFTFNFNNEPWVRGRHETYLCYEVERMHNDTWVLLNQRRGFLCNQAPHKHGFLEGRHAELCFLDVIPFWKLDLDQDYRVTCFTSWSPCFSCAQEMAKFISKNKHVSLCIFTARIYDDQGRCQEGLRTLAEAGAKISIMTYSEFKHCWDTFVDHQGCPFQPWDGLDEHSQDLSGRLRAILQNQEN
mIAP act = activators of mouse IAP, primary screen, biochemical, luminescence, uHTS; intestinal alkaline phosphatase [Mus musculus]; muIAP, CDP-Star luminescence, 30 min; hits give high values; 1 = vehicle-only enzyme signal, 0 = enzyme-free wells; activation factor at 10 µM; actives 0.24% (n = 330,000);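 active = activation factor of at least 2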; note: the source names both 10 and 20 µM as test concentration; values of inactives mirror those of a sister screen read the other way
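Assay system: mouse IAP enzyme; reagent: chemiluminescent substrate CDP-Star; dosing: test compounds delivered from DMSO solution; schedule: 30 min at room temperature; measured by: luminescence from enzymatic CDP-Star hydrolysis; controls: DMSO-only wells and no-enzyme negative control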
A3A deaminase = APOBEC3A ssDNA deaminase inhibitors, primary screen, selectivity assay for APOBEC3G inhibitor project, biochemical, FAM/TAMRA oligo cleavage fluorescence | recombinant A3A, FAM/TAMRA ssDNA deamination fluorescence | actives 0.41% (n = 330,000) | inhibition, % at 20 µM;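 active = at least 40% inhibition at 20 µM here, with at most 30% in a related deaminase screen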;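 note: plate controls were A3A with DMSO for no effect and wells lacking A3A enzyme for full effect; some results filed as inactive read as strong as hits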
Target sequence (P31941 whole entry, looked up): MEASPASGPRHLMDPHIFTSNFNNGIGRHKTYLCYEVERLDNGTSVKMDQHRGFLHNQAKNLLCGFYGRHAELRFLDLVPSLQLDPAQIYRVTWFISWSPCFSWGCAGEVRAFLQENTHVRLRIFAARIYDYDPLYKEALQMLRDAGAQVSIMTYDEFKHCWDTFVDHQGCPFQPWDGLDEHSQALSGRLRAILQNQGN
hIAP block = human IAP inhibitors, primary screen, biochemical, luminescence, uHTS; actives 0.12% (n = 330,000); inhibition, % at 10 µM; purified IAP, CDP-Star luminescence, 30 min; Intestinal-type alkaline phosphatase (Homo sapiens), P09923;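 active = inhibition reaching a set limit with compound at 10 µM in the primary screen, cut at about 35% in these data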;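 note: plate controls were DMSO wells with enzyme for no effect and no-enzyme buffer wells for full effect; values of inactives mirror those of a sister screen read the other way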
ATG4B inh = ATG4B protease inhibitors, primary screen, biochemical, fluorescence, uHTS; ATG4B cleavage of LC3-PLA2, NBD-HPC fluorescence, 1 h; actives 0.51% (n = 340,000); AID 504462, 2011; inhibition, % at 8.33 µM; in the data active = inhibition above about 40%
Target sequence (Q9Y4P1 whole entry, looked up): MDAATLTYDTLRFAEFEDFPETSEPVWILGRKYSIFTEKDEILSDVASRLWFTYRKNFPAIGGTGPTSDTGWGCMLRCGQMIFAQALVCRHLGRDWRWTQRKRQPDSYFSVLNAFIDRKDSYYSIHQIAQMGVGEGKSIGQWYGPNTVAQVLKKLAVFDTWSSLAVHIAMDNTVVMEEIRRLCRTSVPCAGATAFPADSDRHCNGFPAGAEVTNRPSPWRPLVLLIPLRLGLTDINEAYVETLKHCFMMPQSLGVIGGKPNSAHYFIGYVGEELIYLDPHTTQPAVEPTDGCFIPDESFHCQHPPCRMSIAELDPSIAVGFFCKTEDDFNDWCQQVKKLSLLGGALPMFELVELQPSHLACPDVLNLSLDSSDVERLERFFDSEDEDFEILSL
Starred values were filed as active, the others as inactive; . = no result given.

mol	hIAP act	mIAP block	MPTP inh	beta cell repl	A3G deaminase	mIAP act	A3A deaminase	hIAP block	ATG4B inh
Nc1ncnc2c1CCC2	0.93	-7	-2.2	0	-1	1.1	5	7	-7
CCOc1ccccc1CN1CCN(Cc2nc3c(s2)CCCC3)CC1CCO (centres undefined)	1.3	-4	1.3	-2	-7	1	-6	-34	4
Cc1cc(C)n(C(=O)/C(C#N)=N\Nc2ccccc2[N+](=O)[O-])n1	1	30	1.7	4	-6	0.69	0	0	-1
O=C(O)c1ccc2c(c1)C1C=CCC1C(c1ccncc1)N2 (centres undefined)	1.1	0	-0.7	-2	57	1	81	-12	-1
Cc1ccc2c(c1)N(C(=O)CCC(=O)NCCCN1CCC(Cc3ccccc3)CC1)CCO2	0.81	-3	21	-6	-9	1	-7	19	2
Cc1cc(C(=O)OCC(=O)Nc2ncc(C(F)(F)F)cc2Cl)c(C)o1	1.1	-1	0.4	-4	10	1	1	-6	10
Cc1ccc(OC(=O)c2ccc(S(=O)(=O)N(C)C)cc2)c(-n2nc3ccccc3n2)c1	0.91	-2	0.9	-2	3	1	3	9	-4
O=C(N/N=C/c1ccccc1)c1ccc(CN2C(=O)c3cccc4cccc2c34)cc1	0.81	10	-0.8	-5	-2	0.9	0	19	11
CCOc1cccc(CN2CCCC(CNC(=O)c3cccc(OC)c3OC)C2)c1 (centres undefined)	1.1	-8	0.2	0	-4	1.1	-3	-11	5
Cn1c(C(=O)NCCCN2CCOCC2)cc2c(=O)n(C)c3ccccc3c21	1.1	-14	-0.8	-5	-3	1.1	0	-13	-6

Next part:
mol	hIAP act	mIAP block	MPTP inh	beta cell repl	A3G deaminase	mIAP act	A3A deaminase	hIAP block	ATG4B inh
Cc1cc(C)n2ncc(C(=O)Nc3ccc4c(c3)OCO4)c2n1	0.94	-8	0.9	2	-5	1.1	-3	6	-1
CN(C(=O)COC(=O)c1ccc(Cl)c(N)c1)c1ccccc1	1	-5	-1.4	-3	-4	1.1	3	0	-10
CC(Oc1ccc(Cl)cc1)c1ccnc(N)n1 (centres undefined)	0.9	-1	0.2	3	-2	1	1	10	-2
CCc1ccc(OCC(O)CN2CCN(c3ccccn3)CC2)cc1 (centres undefined)	1.4	17	-0.3	-2	-4	0.83	-3	-42	-10
COc1ccc(NC(=O)N(C)C[C@H]2Oc3ccc(NC(=O)Cc4ccccc4)cc3C(=O)N([C@H](C)CO)C[C@@H]2C)cc1	0.98	-2	-2.5	-3	-5	1	-4	2	-7
CC(=O)c1sc(N2CCOCC2)nc1-c1ccccc1	0.95	-15	-0.1	4	-3	1.2	2	5	3
COc1ccc(N=C2SC(CC(=O)Nc3ccccc3OC)C(=O)N2Cc2ccco2)cc1 (centres undefined)	0.95	5	-1.0	2	0	0.95	3	5	1
CC(C)CCn1cnc2c(cnn2-c2ccc(F)cc2)c1=O	1.2	7	1.2	1	-6	0.93	-3	-18	14
Cc1ccc(S(=O)(=O)N2CC(C)C(=O)CC2C)cc1 (centres undefined)	0.89	5	-1.5	1	-6	0.95	-1	11	-7
COc1ccc(S(=O)(=O)Nc2ccc3c(c2)C(=O)N([C@H](C)CO)C[C@H](C)[C@@H](CN(C)S(=O)(=O)c2c(C)noc2C)O3)cc1	1	-4	-1.9	-2	-4	1	0	-2	-10

(listing goes on)
mol	hIAP act	mIAP block	MPTP inh	beta cell repl	A3G deaminase	mIAP act	A3A deaminase	hIAP block	ATG4B inh
CCOC(=O)C(NCc1ccccc1OC)(NC(C)=O)C(F)(F)F (centres undefined)	1.1	-1	0.0	0	-2	1	-3	-11	-7
CCOC(=O)[C@@H]1[C@H]2COc3cc(OC)ccc3[C@H]2N2C(=O)N(c3ccc(C)cc3)C(=O)[C@]12C	0.9	-10	0.8	-3	-7	1.1	-3	10	-6
COc1ccc(S(=O)(=O)NCC2CCCN(C(=O)c3cccnc3C)C2)cc1 (centres undefined)	1	-6	-3.8	-1	-7	1.1	-2	-4	2
CCN(CC(=O)NCc1cccs1)c1nnnn1-c1ccccc1	1.1	-11	-0.8	3	-4	1.1	-3	-13	-6
CC1=NN(C(N)=S)C(=O)C1N=Nc1c(Br)cc(Br)cc1Br (centres undefined)	1.3	2	56*	-4	-5	0.98	8	-32	14
O=C(Nc1ccc(OCC(=O)N2CCC(Cc3ccccc3)CC2)cc1)c1ccco1	1.2	-7	4.1	-2	-8	1.1	-2	-16	0
COC(=O)c1ccc(CSc2nnc(CNC(=O)c3ccccc3F)o2)o1	0.95	7	-5.0	3	-2	0.93	-1	5	-15
C(=C1/CCCC2=C1Nc1ncnn1C2c1ccccc1)/c1ccccc1 (centres undefined)	0.92	4	.	-6	6	0.96	3	8	.
CCCCN(CC)Cc1ccc(CNC(=O)Nc2ccccc2)o1	0.8	-10	-2.3	-2	-7	1.1	-2	20	2
COc1ccc(CC(=O)OCC(=O)N(CC(C)C)c2c(N)n(Cc3ccccc3)c(=O)[nH]c2=O)cc1	1.1	-8	0.1	2	16	1.1	4	-6	1

The list continues.
mol	hIAP act	mIAP block	MPTP inh	beta cell repl	A3G deaminase	mIAP act	A3A deaminase	hIAP block	ATG4B inh
COCCN1C=C2C(=O)C(C)(OC(=O)C3CCCC3)C(=O)C(c3ccccc3)=C2C=C1CCCC(=O)OC (centres undefined)	1.1	-5	1.8	-3	-9	1.1	-4	-8	-24
Cc1nc2ccc(NC(=O)c3cccc(S(=O)(=O)N4CCOCC4)c3)cc2s1	0.99	-1	1.4	5	-10	1	-1	1	-6
CCc1nnc(SC(C)C(=O)Nc2nccs2)n1C (centres undefined)	0.99	0	0.6	-4	-8	1	-8	1	-8
Cc1cccc(NC(=O)CNC(=O)COC(=O)CCS(=O)(=O)c2ccccc2)c1C	1.2	-8	-0.6	-1	-4	1.1	3	-16	-5
O=C(c1ccco1)[C@@H]1[C@@H]2C(=O)N(c3ccccc3)C(=O)[C@@H]2C2c3ccccc3C=CN21 (some centres undefined)	0.92	14	0.9	-3	5	0.86	-1	8	12
O=C1C2ON(c3ccccc3)C(c3ccncc3)C2C(=O)N1c1ccc(N2CCOCC2)cc1 (centres undefined)	1	-5	0.3	3	-4	1	-2	-2	-6
COC(=O)c1ccc(CSc2nnc(Nc3ccc(C)cc3)s2)o1	1	-12	-13	-3	2	1.1	6	-2	1
Cc1ccc(NC(=O)Nc2nnc(-c3ccncc3)s2)cc1C	1	8	87*	-6	-7	0.92	-1	-3	-4
NS(=O)(=O)c1ccc(N2CCCCCC2)c([N+](=O)[O-])c1	0.9	6	-1.1	-3	1	0.94	3	10	5
CSc1nsc(/C=C/Nc2ccc(O)cc2C)c1C#N	1.1	3	0.4	-6	-10	0.97	-3	-12	8

More entries
Below each SMILES – hIAP act | mIAP block | MPTP inh | beta cell repl | A3G deaminase | mIAP act | A3A deaminase | hIAP block | ATG4B inh
- COc1ccc(N(CC(=O)Nc2cccc(C)c2)S(=O)(=O)c2c(C)n[nH]c2C)cc1
    1.4 | -4 | 1.1 | -4 | -1 | 1 | 1 | -41 | 0
- CC(=O)c1cc(F)c(N2CCN(C(=O)c3ccco3)CC2)cc1C
    1.2 | 0 | 1.4 | 0 | 0 | 1 | 0 | -17 | -6
- C=C(C)CNC(=S)NN=C1c2ccccc2-c2ccccc21
    1.1 | 22 | -2.5 | -7 | 1 | 0.78 | 1 | -10 | -13
- O=C(NCCN1C(=O)S/C(=C\c2ccccc2)C1=O)c1cc(S(=O)(=O)N2CCOCC2)c(Cl)cc1Cl
    0.98 | 11 | 5.1 | -5 | -6 | 0.89 | -3 | 2 | -16
- CCOc1ccc2[nH]c(=O)c(CN(Cc3cccnc3)C(=O)Nc3ccccc3OC)cc2c1
    1.1 | -4 | -3.9 | -3 | 1 | 1 | 3 | -6 | -10
- Nc1nc(SCc2ccc(Cl)cc2)[nH]c(=O)c1-c1ccccc1
    1.4 | -4 | 1.4 | 0 | -1 | 1 | 0 | -40 | 25
- O=C1C(Nc2cccc(O)c2)=C(N2CCCCC2)C(=O)c2ccccc21
    1.2 | 8 | 1.1 | -4 | -5 | 0.92 | 0 | -18 | 2
- Cc1ccc(NC(=O)C2CCN(S(=O)(=O)c3cccc4nonc34)CC2)nc1
    1.1 | 12 | -1.1 | -2 | -8 | 0.88 | -1 | -14 | -3
- O=C(N/N=C/c1ccsc1)c1ccc2c(c1)OCO2
    1 | -6 | -0.4 | -7 | -6 | 1.1 | 1 | -4 | -2
- CCc1ccc(C(=O)COC(=O)c2ccco2)cc1
    1.2 | 8 | -1.4 | -2 | -8 | 0.92 | -4 | -24 | -8
- CC(C)(C)CC(=O)Nc1cc(S(=O)(=O)N2CCOCC2)ccc1N1CCCC1
    1.1 | -4 | 2.2 | 0 | -4 | 1 | 10 | -9 | -5
- O=C(Nc1cccc(-c2cn3ccccc3n2)c1)c1ccccc1
    0.94 | -4 | 1.0 | -2 | -2 | 1 | 0 | 6 | 9
- COC(=O)c1c(NC(=S)Nc2cc(OC)c(Cl)cc2OC)sc2c1CCCCC2
    0.96 | 17 | 4.5 | -1 | -2 | 0.83 | -4 | 4 | -1
- Cc1ccc(NC(=O)CCC(=O)N/N=C/c2coc3ccc(F)cc3c2=O)cc1
    0.91 | 6 | 0.4 | 11* | -7 | 0.94 | 0 | 9 | 0
- CCc1noc(C)c1C(=O)OCC(=O)NC(=O)c1ccccc1
    0.91 | 5 | -2.4 | 1 | -5 | 0.95 | 0 | 10 | -4
- O=C(CSc1nnc(-c2ccncc2)n1C1CCCCC1)Nc1ccccc1
    0.94 | 5 | 2.3 | -3 | -2 | 0.95 | 3 | 6 | -11

Reformatted: four of the compounds above
O=C(Nc1cccc(-c2cn3ccccc3n2)c1)c1ccccc1
  hIAP act: 0.94
  mIAP block: -4
  MPTP inh: 1.0
  beta cell repl: -2
  A3G deaminase: -2
  mIAP act: 1
  A3A deaminase: 0
  hIAP block: 6
  ATG4B inh: 9

COC(=O)c1c(NC(=S)Nc2cc(OC)c(Cl)cc2OC)sc2c1CCCCC2
  hIAP act: 0.96
  mIAP block: 17
  MPTP inh: 4.5
  beta cell repl: -1
  A3G deaminase: -2
  mIAP act: 0.83
  A3A deaminase: -4
  hIAP block: 4
  ATG4B inh: -1

Cc1ccc(NC(=O)CCC(=O)N/N=C/c2coc3ccc(F)cc3c2=O)cc1
  hIAP act: 0.91
  mIAP block: 6
  MPTP inh: 0.4
  beta cell repl: 11*
  A3G deaminase: -7
  mIAP act: 0.94
  A3A deaminase: 0
  hIAP block: 9
  ATG4B inh: 0

CCc1noc(C)c1C(=O)OCC(=O)NC(=O)c1ccccc1
  hIAP act: 0.91
  mIAP block: 5
  MPTP inh: -2.4
  beta cell repl: 1
  A3G deaminase: -5
  mIAP act: 0.95
  A3A deaminase: 0
  hIAP block: 10
  ATG4B inh: -4

From PubChem
